Source: PubChem BioAssay (National Center for Advancing Translational Sciences (NCATS))
KDM5B inhibitor = Primary screen for KDM5B Histone Demethylases FDH-coupled qHTS | AID 1347165, 2019 | 2.6% of 220,000 active | Lysine-specific demethylase 5B (Homo sapiens), Q9UGL1 | KDM5B demethylase, FDH-coupled NADH fluorescence (FDH is formaldehyde dehydrogenase) | Potency, µM (series often up to 57.7 µM), inactives show at the highest dose activity change, negative = inhibition, usual class: inhibitors; active means well fitted inhibition curve with a large enough effect; inconclusive means small, poorly fitted or top-dose-only effect; inactive means no such curve, though single readings can be large or run the other way; further: 0% is about no effect; nearly all actives have a fitted effect of over 70% in size
Target sequence (Q9UGL1 whole entry, looked up): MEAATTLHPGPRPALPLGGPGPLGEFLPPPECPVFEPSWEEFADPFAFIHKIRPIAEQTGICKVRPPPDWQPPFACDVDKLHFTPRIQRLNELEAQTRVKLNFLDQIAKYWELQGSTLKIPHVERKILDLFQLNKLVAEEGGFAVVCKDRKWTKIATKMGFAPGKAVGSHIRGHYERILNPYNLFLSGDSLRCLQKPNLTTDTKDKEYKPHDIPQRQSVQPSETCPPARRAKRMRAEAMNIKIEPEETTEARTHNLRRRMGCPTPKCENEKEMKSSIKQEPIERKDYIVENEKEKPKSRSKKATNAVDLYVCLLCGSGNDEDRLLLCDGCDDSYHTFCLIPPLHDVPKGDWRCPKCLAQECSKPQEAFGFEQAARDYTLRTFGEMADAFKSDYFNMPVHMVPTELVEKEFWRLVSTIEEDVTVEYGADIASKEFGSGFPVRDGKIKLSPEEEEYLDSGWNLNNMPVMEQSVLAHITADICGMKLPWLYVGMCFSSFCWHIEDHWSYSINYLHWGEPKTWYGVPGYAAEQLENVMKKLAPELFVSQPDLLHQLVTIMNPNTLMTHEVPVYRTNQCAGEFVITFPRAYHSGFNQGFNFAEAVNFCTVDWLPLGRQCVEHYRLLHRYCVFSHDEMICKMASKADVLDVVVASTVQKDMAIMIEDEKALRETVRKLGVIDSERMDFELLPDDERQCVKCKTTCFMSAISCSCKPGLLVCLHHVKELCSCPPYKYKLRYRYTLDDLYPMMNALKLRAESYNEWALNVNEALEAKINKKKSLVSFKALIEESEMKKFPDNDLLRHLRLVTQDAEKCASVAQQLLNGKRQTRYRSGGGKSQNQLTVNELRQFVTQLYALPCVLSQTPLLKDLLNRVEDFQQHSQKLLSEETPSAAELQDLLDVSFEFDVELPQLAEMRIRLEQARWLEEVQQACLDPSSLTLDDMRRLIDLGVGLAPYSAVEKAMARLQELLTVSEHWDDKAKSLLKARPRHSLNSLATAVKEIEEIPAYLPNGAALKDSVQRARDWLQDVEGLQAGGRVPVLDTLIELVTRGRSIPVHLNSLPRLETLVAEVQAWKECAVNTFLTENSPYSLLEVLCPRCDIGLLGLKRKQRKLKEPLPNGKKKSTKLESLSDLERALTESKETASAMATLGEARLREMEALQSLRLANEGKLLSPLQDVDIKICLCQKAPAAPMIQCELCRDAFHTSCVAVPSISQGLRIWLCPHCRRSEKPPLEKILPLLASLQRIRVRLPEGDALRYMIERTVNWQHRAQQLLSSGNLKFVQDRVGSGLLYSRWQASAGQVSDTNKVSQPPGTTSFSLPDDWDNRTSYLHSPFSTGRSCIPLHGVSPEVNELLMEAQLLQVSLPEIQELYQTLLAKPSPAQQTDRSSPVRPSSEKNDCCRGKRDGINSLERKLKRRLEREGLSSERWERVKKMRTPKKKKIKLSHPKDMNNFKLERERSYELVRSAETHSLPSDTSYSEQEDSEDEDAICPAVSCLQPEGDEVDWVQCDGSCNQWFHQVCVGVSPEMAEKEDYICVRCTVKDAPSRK
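Here, H3K4me3 peptide (12.5 µM in substrate mix) is demethylated by KDM5BΔAP, 200 nM final, after 10 min compound exposure. Formaldehyde product is coupled through FDH (0.25 U/mL in mix) to NADH fluorescence; 30-min ΔRFU feeds dose-response curves.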
Active calls of the source: *; ? = inconclusive; & = joins results of further samples; [ ] = remark or other dose. Potency means the concentration at half of the fitted maximal effect. Not all compounds are listed; count on the stated rates, not on these rows.

Sample of the layout:
SMILES	KDM5B inhibitor
Cc1ccc(NC(=O)CCCn2c(=O)c3cccn3c3ccccc32)c(C)c1	-24.2%
CC(c1nnc(SCCOc2ccc(Cl)cc2)n1-c1ccc(Cl)cc1)N(C)C (stereo not drawn)	11.1%
COCc1nncn1C1CCN(S(=O)(=O)c2ccc(F)c(F)c2)CC1	9.9%

The listing, from the start:
SMILES	KDM5B inhibitor
Cc1ccc(NC(=O)CCCn2c(=O)c3cccn3c3ccccc32)c(C)c1	-24.2%
CC(c1nnc(SCCOc2ccc(Cl)cc2)n1-c1ccc(Cl)cc1)N(C)C (stereo not drawn)	11.1%
COCc1nncn1C1CCN(S(=O)(=O)c2ccc(F)c(F)c2)CC1	9.9%
COCCNc1ncc(-c2ccc(N3CCOCC3)cc2)c2c1OCC2	?
COC(=O)C1CN(Cc2cn(CCOC(C)=O)nn2)CCS(=O)(=O)N1Cc1ccc(F)cc1 (stereo not drawn)	5.7%
O=[S+]([O-])(c1ccncc1)c1nnn2c1nc(NC1CC1)c1ccccc12	10.7%[115 µM]
O=C(COC(=O)c1ccc(Br)c([N+](=O)[O-])c1)c1ccc(Br)cc1	23.4%
CC(C)Cn1nc(C(=O)NN2C(=O)NC(c3ccccc3)(c3ccccc3)C2=O)c2ccccc2c1=O	-17.4%
COc1cc(/C=C(\C#N)c2nc3ccccc3[nH]2)ccc1OCC(=O)OC(C)C	7.8%
CCOc1ccc(CC(=O)NC2CCN(c3cc(-c4ccc(F)cc4)[nH]n3)C2)cc1OCC (stereo not drawn)	8.91µM*
Clc1ccc(/C=N/Nc2c(Cl)cc(Cl)cc2Cl)cc1	-6.4%
O=C(c1ccccn1)N1CCC(N2CCCOC2=O)CC1	-0.5%[149 µM]
CCc1ccccc1N(C(=O)c1snc(C(N)=O)c1N)C(C(=O)NCC1CCCO1)c1c[nH]c2ccccc12 (stereo not drawn)	?
CCc1nnc(NC(=O)CCS(=O)(=O)Cc2ccccc2)s1	29.6%
COc1cccc([S+](=O)([O-])N2CCC(C(=O)O)(c3ccccc3)CC2)c1	-0.4%[115 µM]
Cc1ccc([C@@H]2CN(C(=O)c3nc(C)oc3C)C[C@H]2NC(=O)C2CC2)cc1	-13.0%
O=C(CCc1ccccc1)N1CCC(n2cc(-c3nc(-c4ccccc4)no3)nn2)C1 (stereo not drawn)	-21.5%
O=C(O)CCCCC(=O)O	3.0%
CSc1ccccc1C(=O)N1CCN(C(C)=O)CC(O)C1 (stereo not drawn)	-10.8%
COc1cccc(CC2CN(Cc3ccc(F)cc3OC)CCO2)c1 (stereo not drawn)	-29.9%
CCC(CC)C(=O)Nc1nnc(S(=O)(=O)N2CCCCCC2)s1	-1.0%
O=C1NCC2(CCN(Cc3cccc4ccccc34)CC2)Oc2ccccc21	-13.4%[115 µM]
COCCn1cnc2ccc(-c3cccc(O)c3)nc2c1=O	-2.8%[86.2 µM]
NC(=O)c1ccsc1NC(=O)COC(=O)c1c(F)cccc1F	-6.0%
COc1ccc(Cl)cc1N1C(=O)[C@@H]2C[C@@H](NC(=O)Cc3cccs3)CCN2C1=O	-29.6%[86.2 µM]
Cc1ccc(C2C3=C(COC3=O)Nc3n[nH]c(C)c32)cc1C (stereo not drawn)	?
Cc1cccc(OCc2c(C(=O)N3CCCC3c3nncn3CCN(C)C)noc2C)c1 (stereo not drawn)	1.6%
O=C(NCCS(=O)(=O)N1CCN(c2ccc(F)cc2)CC1)C(c1ccccc1)c1ccccc1	?
O=C(/C=C/c1ccc(Cl)cc1Cl)c1ccc(O)cc1	-15.8%
O=C(NCc1ccccc1)Nc1ccc2oc(C3CC3)nc2c1	7.7%
CC(=O)c1sc(-c2ccc(F)cc2F)nc1C	-4.2%
c1cncc(-c2cc(-c3cccc(N4CCOCC4)c3)cn3cncc23)c1	?
CSc1ccc(CNc2cccc(C(=O)O)c2C)cc1	?
COc1cccc([C@H]2CN(C(=O)CCc3scnc3C)C[C@@H]2N)c1	-21.3%
N#Cc1c[nH]n2c(NC3CCCC3)c(-c3cccc(Br)c3)nc12	-11.5%
O=C(COC(=O)c1cc(=O)c2ccccc2o1)NC1CC1	2.5%
Cn1cc(S(=O)(=O)N2CCCCCC2)cc1C(=O)NCc1ccc(F)cc1	-21.3%
CCOc1ccc(OCC(O)CN2CCN(c3ccc(C(F)(F)F)cn3)CC2)cc1 (stereo not drawn)	-4.6%
Cc1nc(CN(C)Cc2nc(-c3cccc(Cl)c3)oc2C)no1	?
COc1ccc(CN2CCOC[C@H](Oc3cccc(C)n3)C2)cc1	0.7%[86.2 µM]
O=C(NCc1cccs1)c1ccc2c(c1)N(Cc1ccccc1)C(=O)CS2=O (stereo not drawn)	-4.6%
O=C(c1ncoc1C1CC1)N1CCOC(c2ccc(Cl)cc2)C1 (stereo not drawn)	-12.6%
CCOc1ccc(C(=O)N2CCCCC2CCN2CCOCC2)cc1 (stereo not drawn)	-14.5%
CN1CCN(Cc2cc(=O)oc3ccc(O)cc23)CC1	2.5%
COc1cccc(CNC(=O)C2CCN(S(=O)(=O)N3CCC(C)CC3)CC2)c1	-45.0%
Cc1c(C(=O)Nc2ccc(-c3nc4cc(Cl)ccc4o3)cc2)oc2ccccc12	?
O=S(=O)(c1ccc(F)cc1)N(Cc1nc(-c2ccccc2)no1)c1ccccc1	6.4%
COc1cccc([S+](=O)([O-])N2CCCC3(CC(c4cccc(C(F)(F)F)c4)=NO3)C2)c1 (stereo not drawn)	-1.7%[115 µM]
CCOC(=O)c1ccc(NC(=O)CSc2ncnc3c(-c4ccccc4)c[nH]c23)cc1	-25.6%
O=C(CSc1nncn1-c1ccccc1)Nc1ccc(F)cc1F	27.2%
Fc1ccccc1COc1ccc(Cl)cc1CNn1cnnc1	-2.1%
Cc1c(Cl)cccc1NC(=O)CCCn1nc(C)c2sc3ccccc3c2c1=O	-12.7%
COCC1(CNS(=O)(=O)c2ccc(F)cc2)C[C@@H](O)[C@@H](O)C1 (stereo partly drawn)	-31.0%[86.2 µM]
Cc1cc(C)c2[nH]c(C)c(CN(C)C3CCCCC3)c(=O)c2c1	-19.2%
Cc1cccc(N(CC(=O)Nc2ccc(Br)cc2)S(C)(=O)=O)c1C	-24.4%
Cc1cc(C)cc(C(=O)Nc2cc(C(F)(F)F)ccc2N2CCN(c3ccccc3)CC2)c1	-10.3%
CC(C)CN1CCN(C(=O)C2CCc3ncc(-c4ccc(F)cc4)n3C2)CC1 (stereo not drawn)	13.9%
Cn1c(=O)c2c(ncn2CCC(=O)Nc2ccccc2Oc2ccccc2)n(C)c1=O	-4.9%
COc1cccc(CNC(=O)CCc2c(C)c3ccc(O)c(C)c3oc2=O)c1	?
Cc1ccccc1OCc1nc(C2CN(C(=O)Cc3ccsc3)C2)no1	0.9%

The results go on:
SMILES	KDM5B inhibitor
O=C(Cc1cccs1)Nc1cccc(-c2nc3cc(Cl)ccc3o2)c1	14.1%
CC(C)C(NC(=O)C1O[C@@H]2OC(C)(C)O[C@@H]2[C@H]2OC(C)(C)O[C@@H]12)C(=O)O (stereo partly drawn)	-8.9%
COc1cccc(NC(=O)Cn2nc3c(cc2=O)CN(C(C)=O)CC3)c1	-16.9%
O=C(Nc1ccc(Cl)c(Cl)c1)C(=O)c1c[nH]c2ccccc12	3.4%
O=C(COC(=O)c1ccc2ccccc2n1)NCc1ccccc1	-12.8%
CCCCN(Cc1cc2ccccc2[nH]c1=O)S(=O)(=O)c1ccc(Cl)cc1	?
CCc1cc(C(Nc2nc(C)cc(C)n2)c2ccccc2)c(NC(=O)c2ccco2)s1 (stereo not drawn)	?
CSc1ccc(-c2nc3ncccn3c2Nc2ccccc2)cc1	27.2%
COc1ccc(NC(=O)Cn2cc(C(=O)c3ccccc3)c(=O)c3cc(OC)ccc32)c(OC)c1	-4.1%
CCC(NC(=O)c1ccc(C)s1)c1ccccc1 (stereo not drawn)	-15.0%
CCOc1ccc(S(=O)(=O)NCCc2sc3nc(-c4ccc(C)cc4)nn3c2C)cc1	-20.0%
Cc1ccc2c(c1)N(C(=O)N1CCC(C(=O)NCc3ccco3)CC1)CC(C)O2 (stereo not drawn)	0.9%
COc1cccc(CNS(=O)(=O)c2c(C(=O)N3CCC(C)CC3)c(C)n(C)c2C)c1	-9.0%
OCC1CN(Cc2cnc[nH]2)CCC12CCN(CCCn1cccn1)CC2 (stereo not drawn)	19.5%
COC(=O)CNC(=O)c1nc(-c2ccc(Cl)cc2Cl)c2ccccn12	89.1µM*
Cc1cc(OCCN(C)C)c(C)c2c1CC[C@@H]([C@H](C)C(=O)NCc1cccs1)C2	6.0%[86.2 µM]
COc1ccc(Cl)cc1NC(=O)CN(C)C(=O)c1ccc(-c2ccccc2Cl)o1	?
Cc1cc(C)cc(NC(=O)CSc2nc3ncccc3[nH]2)c1	-7.4%
C=C(C)Cc1c(C)c(C#N)c2nc3ccccc3n2c1NCCCN(C)C	8.8%
COc1ccc2cc(C(=O)NCc3ccncc3)c(C)nc2c1	?
O=C(CSc1nccc(-c2cccs2)n1)Nc1cccc(Cl)c1	1.9%
Cc1sc(NC(=O)c2cccs2)c(C#N)c1C	-9.6%
CN(C)c1ccc(/C=C/c2cccc[n+]2[O-])cc1	17.6%
CCc1nc(Cn2cnc3c2c(=O)n(C)c(=O)n3C)cs1	-17.2%
COc1ccc(C(=O)N2CCOC3(CCN(C(C)=O)CC3)C2)cc1	-17.9%[149 µM]
COC(=O)c1ccn(Cc2ccc(Cl)cc2Cl)n1	-7.5%
CCCSC1=NC2(CCN(C(=O)NC3CCCCC3)CC2)N=C1c1ccccc1	-6.1%
O=C(Cc1ccc(OC(F)(F)F)cc1)N1CCC([C@@H]2CNC[C@H]2CO)CC1	4.7%
COCCOC(=O)C1=C(C)N=C2SC=C(CC(=O)NC3CC3)N2C1c1ccc(C)cc1C (stereo not drawn)	-10.8%
CC(=O)Nc1ccc(NC(=S)NC(NC(=O)c2ccc(C)cc2)C(Cl)(Cl)Cl)cc1 (stereo not drawn)	6.7%
CCCCc1ccc2[nH]c(C(=O)OCC)cc2c1	?
Cc1nc(-n2nc(C)c(Cl)c2C)sc1C(=O)N1CCOCC1	-4.1%
CCC(=O)N1CC(c2nnc(-c3ccc(C)cc3)o2)C2(CCOCC2)C1 (stereo not drawn)	-17.5%
Cc1nc(COc2ccccc2C(=O)N2CCC(C)CC2)no1	-6.9%
Cc1cccc(NC(=O)N2CCC(Cc3nc(-c4ccccc4)n[nH]3)CC2)c1	-20.1%
O=C(NCC(c1cccnc1)N1CCc2ccccc21)c1cccc(C(F)(F)F)c1 (stereo not drawn)	21.6%
CN(C)CCN(C)C(=O)c1ccc2c(c1)NC(C)(COc1ccc3[nH]ccc3c1)CO2 (stereo not drawn)	?
O=C(Nc1ccc([C@@H](O)[C@H]2COCC(=O)N2Cc2ncc[nH]2)cc1)C1CC1	-14.6%[86.2 µM]
COc1ccc(N2CCN(C(=O)CCc3c(C)nc4cc(-c5cccc(F)c5)nn4c3C)CC2)cc1	-11.3%
CCCCOc1ccc(NC(=O)c2cccc(OCCC)c2)c2cccnc12	2.6%
O=C(CCC1CCCC1)Nc1nc2ccccc2s1	11.7%
CN(Cc1cccnc1)c1ccc(-c2nc(COc3ccccc3)no2)cn1	35.5µM*
Cc1cc(Cl)ccc1NC(=O)CCn1ccn2nc3c(c2c1=O)CCCC3	-19.9%
CC(=O)Nc1ccc2[nH]cc(C(C(=O)O)N3CCN(c4ncccc4C#N)CC3)c2c1 (stereo not drawn)	80.7%[activator]
CCc1nnc(NC(=O)c2nc(SC)ncc2Cl)s1	17.5%&-12.9%
COc1ccc(N(CC(=O)NCc2ccco2)C(=O)CCC(=O)Nc2nccs2)cc1	12.9%
COc1ccc([S+](=O)([O-])N2CCC(N3Cc4cccn4C3=O)CC2)cc1	3.2%
COc1ccccc1/C=C1\Oc2cc(OC(=O)C(C)(C)C)ccc2C1=O	21.5%
CCCCOc1ccc(Cn2c(=O)oc3ccc(C)cc32)cc1	-10.2%
Cc1ccc(Nc2c(-c3cccnc3)nc3ccc(C)cn23)cc1	-14.5%
O=C(NC1CC1)[C@@H]1C[C@H](Oc2cccnc2)CN1C(=O)c1ccc2ccccc2n1	23.2%
CCn1c(C2CCCN(C(=O)c3cc(CC(C)C)nn3C)C2)nn(C)c1=O (stereo not drawn)	-3.8%
O=C1Cc2c(-c3cccc4ccccc34)n[nH]c2CN1Cc1ccccc1	-8.0%[86.2 µM]
O=C(Nc1ccc(Cl)c(Cl)c1)c1cc(S(=O)(=O)N2CCN(c3cccc(Cl)c3)CC2)ccc1F	-3.6%
O=C(Cn1cc2c(n1)CCCC2)Nc1cc(C(F)(F)F)ccc1Cl	-23.4%
Cc1ccc(-c2noc(-c3nnn(-c4ccc(Br)cc4F)c3C)n2)cc1	3.8%
CCOC(=O)c1ccccc1OCc1cc(/C=N/NC(=O)c2cccnc2)ccc1OC	-3.8%
CCOc1ccccc1NC(=O)c1nn(C)c2c1CSc1ccccc1-2	-17.9%
COc1ccc(C(=O)N2CCN(C(=O)N3CC4CC(C3)[C@H]3CCCC(=O)N3C4)CC2)c(OC)n1 (stereo partly drawn)	1.8%
O=C(Cc1cccc(C(F)(F)F)c1)NCCc1ccccn1	7.9%
